Compound activity (PubChem)
EPAC2 antagonist – antagonists of human EPAC2; Q8WZA2; EPAC2 GEF exchange of Rap1B-BODIPY-GDP, fluorescence; Potency, µM (titrated, usually from 114 µM), without a hit: top-dose activity, negative = inhibition, actives largely listed as inhibitors; 360,000 compounds, 0.18% hits; AID 720708; note: potency is the fitted concentration of half-maximal effect; % is set by controls: 0 for no effect and ±100 for the full control effect; nearly all actives have a fitted effect of over 45% in size; many of its hits are not listed in these tables
DRD3 antagonist – D3 dopamine receptor (human) antagonism; P35462; D3R cells, DiscoveRx beta-arrestin luminescence, antagonist mode; hits give low values; max response, negative = inhibition, %; 360,000 compounds, 2.5% hits; AID 652054; in the data active = max response below about -50%; inconclusive = no clear call, values can overlap the other calls; note: % is set by controls: 0 for no effect and ±100 for the full control effect; mostly tested at two doses, the higher about 12 µM
Target sequence (P35462 whole entry, looked up): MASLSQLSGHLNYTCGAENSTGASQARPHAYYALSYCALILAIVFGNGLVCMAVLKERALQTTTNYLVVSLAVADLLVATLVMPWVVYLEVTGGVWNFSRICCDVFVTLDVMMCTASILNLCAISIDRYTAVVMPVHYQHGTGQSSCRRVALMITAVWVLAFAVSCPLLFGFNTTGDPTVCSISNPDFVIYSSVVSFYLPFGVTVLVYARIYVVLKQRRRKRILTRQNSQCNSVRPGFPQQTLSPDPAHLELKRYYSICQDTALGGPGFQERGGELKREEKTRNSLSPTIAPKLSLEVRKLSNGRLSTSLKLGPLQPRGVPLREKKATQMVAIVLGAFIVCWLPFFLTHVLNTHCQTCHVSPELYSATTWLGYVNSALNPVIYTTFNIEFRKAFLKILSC
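Cells plated overnight at 1500 cells/well, then exposed to library compounds with dopamine controls for 90 minutes at 37 degrees C. DiscoveRx reagent added for 30–60 minutes at room temperature; luminescence read, quantitative HTS format.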
FUS yeast rescue – rescues growth of FUS-expressing yeast | S. cerevisiae FUS-expressing, growth rescue, OD600, 24 h | Potency, µM (titrated, usually from 76.6 µM), for inactives: at the top dose growth rescue (activation), usual class: activators | AID 1347120 | 390,000 compounds, 0.24% hits;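 note: potency is the fitted concentration of half-maximal effect; plate controls were DMSO vehicle for no effect and reference control for full effect; nearly all actives have a fitted effect of over 55% in size; some results filed as inactive show a strong effect at the top dose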
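Quantitative HTS measuring growth restoration of FUS-toxic yeast. Galactose-induced cells (OD 0.005) were exposed 24hr at 30C to compounds at several concentrations, then absorbance at 600 nm was recorded.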
TDP-43 yeast inh – rescues yeast growth from TDP-43 toxicity; TDP-43 expressing yeast growth rescue, BacTiter-Glo, 24 h; Potency, µM (titrated, usually from 46.1 µM), without a hit: at the highest dose growth rescue (activation), usual class: activators; 410,000 compounds, 1.8% hits; note: potency is the fitted concentration of half-maximal effect; % of control where 0% means no effect; nearly all actives have a fitted effect of over 50% in size
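Luminescence from BacTiter-Glo reports growth of TDP-43-expressing yeast after 24 hr at 30 deg C with compound. Cells were raffinose-pregrown to mid-log, then seeded in galactose medium at OD600=0.02.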
EPAC2 ag – activates human EPAC2 exchange factor; Q8WZA2; EPAC2 activation, biochemical qHTS; response scale: 100% = 6.5 mM cAMP response; Potency, µM (doses to about 154 µM), inactives show at the top dose activation, actives largely listed as activators; 360,000 compounds, 0.079% hits; note: potency is the fitted concentration of half-maximal effect; nearly all actives have a fitted effect of over 50% in size
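Readout is BODIPY fluorescence (480 nm excitation, 540 nm emission), which falls as labeled GDP is exchanged off Rap1B. EPAC2 at 100 nM acted on 250 nM RAP1B-BODIPY-GDP with 50 uM GDP present.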
aSyn rescue – rescues yeast growth from alpha-synuclein toxicity. 370,000 compounds, 0.14% hits. Yeast expressing alpha-synuclein, growth rescue, BacTiter-Glo, 24 h. Potency, µM (titrated, usually from 46.1 µM), for the others: at the top dose growth rescue (activation), hits mostly activators; note: potency is the fitted concentration of half-maximal effect; % of control where 0% means no effect; nearly all actives have a fitted effect of over 65% in size
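Screening used galactose-induced yeast with toxic alpha-synuclein levels, exposed to compound for 24 hr at 30 deg C. Cell growth, read with BacTiter-Glo luminescence, gave the measured signal.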
Abeta rescue – restores growth of yeast expressing A-beta42 peptide; yeast expressing A-beta42, growth rescue, OD600, 48 h; response scale: 0% DMSO, 100% iron-clioquinol control; Potency, µM (series often up to 46.1 µM), without a hit: top-dose growth rescue, most hits filed as activators; 410,000 compounds, 0.063% hits; note: potency is the fitted concentration of half-maximal effect; nearly all actives have a fitted effect of over 55% in size
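Yeast growth medium received pinned compounds, then yeast cells expressing toxic A-beta were added; plates incubated at 30 C for 48 hr. Growth read as absorbance at 600 nm, normalized to DMSO and equimolar FeCl3 plus clioquinol controls.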
D3 ag – D3 dopamine receptor (human) agonism | D3R DiscoveRx beta-arrestin cells, luminescence, 90 min | max activation, % | 410,000 compounds, 0.58% hits | AID 652048; in the data active = max activation above about 30%; note: 0% is about no effect; mostly tested at two doses, the higher about 12 µM
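Cells at 1500/well, incubated overnight, then treated with pinned compounds (dopamine as control) for 90 min at 37 degrees C. DiscoveRx reagent added for 30 - 60 minutes at room temperature; luminescence read.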
* marks the source's active call; other numbers are inactive results; u = inconclusive; x = no result given; & = joins results of further samples; [ ] = remark or other dose. Unless noted, calls come from the whole dose curve; as a rule, active = well fitted curve in the direction sought with a large enough effect; inconclusive = small, poorly fitted or top-dose-only effect, or another doubt; inactive = no such curve, though single readings can be large; an effect the other way counts as inactive or inconclusive. These rows are one share of the data (hit frequency here may not be typical).

Compound	EPAC2 antagonist	DRD3 antagonist	FUS yeast rescue	TDP-43 yeast inh	EPAC2 ag	aSyn rescue	Abeta rescue	D3 ag
CCOC(=O)c1c(C)oc2nc(C)nc(NCCc3ccc(OCC)c(OCC)c3)c12	x	x	18%	12%	x	x	-12%	7
O=c1c2cccnc2n(-c2ccccc2)n1Cc1ccc(Cl)cc1	-6%	3	0%	11%	14%	3%	10%	3
CCOC(CN=c1nc(N(C)C)ss1)OCC	1%	-6	x	-5%	3%	-4%	14%	-6
Cc1cc(C(=O)N/N=C/c2ccc(C)s2)n[nH]1	5%	-15	-5%	7%	4%	4%	-8%	2
CCCCCN(C(=O)COC(=O)Cc1c(C)nc2ccccc2c1C)c1c(N)n(CCCC)c(=O)[nH]c1=O	66%[activator]	-22	19%	-7%	-16%	-3%	6%	-13
CS(=O)(=O)N(Cc1ccccc1Cl)c1ccc(C(=O)NCc2ccccn2)cc1	0%	-25	x	-11%	-1%	-5%	13%	-8
CCC(C)(C)C1CCC2(CC1)NC(=O)N(CC(=O)NCCc1c[nH]c3ccccc13)C2=O (stereo unspecified)	-1%	5	x	1%	-25%	-10%	1%	1
Cc1ccc(-n2nc3c(=O)n(CCCC(=O)NCc4ccccc4F)nc(C)c3c2C)cc1	-4%	-7	3%&28%	-1%&-6%	6%	-5%	8%&9%	1&-5
COc1cc(NC(=O)COC(=O)CCc2nc3ccccc3c(=O)[nH]2)cc(OC)c1	8%	-8	-1%	15%	-2%	6%	-1%	2
Nc1[nH]c(=O)[nH]c(=O)c1N=Nc1ccccc1Cl	-4%	-20	-25%	10%	-1%	-2%	-3%	3
COC(=O)C1(S(=O)(=O)c2cccc3nsnc23)CC1	3%	4	-13%	-4%	4%	1%	-15%	10
Cn1ncc(C(N)=O)c1NC(=S)NC(=O)c1ccc(Br)o1	25%	-8	-26%	3%	3%	-6%	10%	-2
COc1ccc(Cl)cc1NC(=O)c1c(-c2ccccc2)noc1C	4%	6	17%	0%	-7%	-7%	11%	5
CCn1nc([N+](=O)[O-])c2c(-c3nc4ccccc4o3)c(N)n(CCCOC)c2c1=O	-3%	-11	-6%	7%	6%	0%	7%	4
O=C(CCNC(=O)c1ccccc1Cl)NCC(c1ccc(F)cc1)N1CCOCC1 (stereo unspecified)	6%	-5	-1%	24%	5%	1%	5%	2
CCC(=O)Nc1c2c(nn1-c1ccc([N+](=O)[O-])cc1)CS(=O)(=O)C2	0%	4	-26%	1%	5%	2%	10%	6
CC(C)(C)C(=O)CCN1C(=O)C2(OCCO2)c2ccccc21	6%	-21	-39%	u	-15%	2%	20%[9.22 µM]	1
COc1ccc(OC)c(C(=O)COC(=O)c2cccnc2SC)c1	-1%	6	-11%	-24%	12%	1%	-3%	1
OC(c1ccccc1)c1cccnc1 (stereo unspecified)	-4%	-24	-2%	-18%	-6%	-8%	-2%	-10
CCOC(=O)CSc1ccc(S(=O)(=O)N2CCC(C)CC2)cc1[N+](=O)[O-]	0%	-20	x	-15%	-4%	-7%	-13%	6
Cc1ccc(S(=O)(=O)N2CCN(C(=O)c3ccco3)CC2)cc1C	7%	26	-1%	12%	-2%	1%	-8%	4
COC1=CC(=O)c2ccccc2C1=O	0%	-71*	-12%	u	10%	15%	-76%[inhibitor]	-38
Cc1nc(NN)c2c3c(sc2n1)COC(C)(C)C3	-4%	-11	14%	8%	14%	-4%	-20%	-1
O=C(NCC(c1cccs1)N1CCOCC1)C1CCN(S(=O)(=O)c2cccc(C(F)(F)F)c2)CC1 (stereo unspecified)	-8%	-22	17%	-11%	6%	-4%	-9%	-19
Cc1c(N2C(=O)/C(=C/C3CC=CCC3)SC2=S)c(=O)n(-c2ccccc2)n1C (stereo unspecified)	-1%	u	36%	-7%	6%	-11%	-7%	-16
O=C(CNC(=O)c1cccs1)NCCN1CCN(Cc2ccccc2)CC1	-2%	-24	-6%	-20%	14%	-11%	14%	-24
COc1ccc(NC(=O)c2cc3nc(-c4ccccc4)cc(-c4ccccc4)n3n2)c(OC)c1	4%	9	30%	2%	-7%	-7%	6%	5
Cc1ccccc1C(=O)NNC(=O)C1CCN(c2ncccn2)CC1	5%	18	-15%	-5%	7%	-2%	2%	9
CCN1CCN(C(=O)CS(=O)Cc2nc(-c3cccc(C)c3)oc2C)CC1 (stereo unspecified)	1%	1	-7%	-18%	2%	8%	-5%	-2
Cc1cccc(Nc2nnc(-c3ccc(C)c(S(=O)(=O)NCC4CCCO4)c3)c3ccccc23)c1 (stereo unspecified)	x	x	36%	0%	x	x	-14%	5
COc1cccc(C(=O)N2CCC(O)(c3cccnc3)CC2)c1	2%	13	4%	9%	5%	-1%	-3%	8
O=C(/C=C/Nc1ccccc1Oc1ccccc1)c1ccco1	-18%	4	36%	0%	16%	0%	4%	7
c1ccc(-c2ccc(CN3CCN(c4ncccn4)CC3)cc2)cc1	-12%	u	14%	-10%	25%	-10%	-2%	21
Cc1ccc(S(=O)(=O)NC(=O)Nc2nccs2)cc1	-5%	5	-5%	-1%	-3%	3%	2%	3
NC(=O)NC(=O)COC(=O)/C=C/c1cccs1	17%	8	-22%	6%	5%	4%	-3%	1
CC(C)NC(=O)Nc1cccc2c1O[C@@H](CN(C)S(=O)(=O)c1ccc(F)cc1)[C@@H](C)CN([C@H](C)CO)C2=O	6%	-13	21%	-20%	-4%	-7%	6%	-19
NS(=O)(=O)c1cc(Br)c2c(c1)S(=O)(=O)NCN2	-5%	-10	-35%	10%	5%	0%	6%	1
CCCCCCCCCCCC(=O)N1CC(=O)NC(=O)C1	0%	11	22%	u	-4%	0%	-20%	8
O=[N+]([O-])c1ccc2c(c1)C(N1CCOCC1)/C(=C/COc1ccc3ccccc3c1Br)O2 (stereo unspecified)	-5%	-22	28%	13%	11%	-12%	-5%	-6
Cc1ccc(-n2c(SCC(=O)c3c(N)n(C4CC4)c(=O)[nH]c3=O)nnc2N2CCOCC2)cc1	0%	1	-11%	-24%	8%	-2%	7%	7

Overlap with the part before: 2 entries; new compounds follow.
Compound	EPAC2 antagonist	DRD3 antagonist	FUS yeast rescue	TDP-43 yeast inh	EPAC2 ag	aSyn rescue	Abeta rescue	D3 ag
O=[N+]([O-])c1ccc2c(c1)C(N1CCOCC1)/C(=C/COc1ccc3ccccc3c1Br)O2 (stereo unspecified)	-5%	-22	28%	13%	11%	-12%	-5%	-6
Cc1ccc(-n2c(SCC(=O)c3c(N)n(C4CC4)c(=O)[nH]c3=O)nnc2N2CCOCC2)cc1	0%	1	-11%	-24%	8%	-2%	7%	7
CCc1ccccc1NC(=O)CC1Sc2ccc(C(F)(F)F)cc2NC1=O (stereo unspecified)	x	x	-23%	-24%	x	u	-14%	-14
O=C(CN1CCc2ccccc21)NCc1ccc2c(c1)OCO2	5%[57.1 µM]	-1	36%	28%	19%	15%	-10%	2
COc1ccc(C(=O)OCc2ccc(C)cc2)cc1S(=O)(=O)N1CCOCC1	-18%	0	u	9%	8%	5%	-13%	2
O=C(c1cccc(Cl)c1)N1CCCc2ccccc21	-5%	-13	16%	u	9%	10%	12%	1
O=C(NCCS(=O)(=O)N1CCN(c2ccc(F)cc2)CC1)c1ccco1	16%	u	3%	-22%	7%	-5%	-11%	-24
CCOC(=O)C(C#N)C(=N)C1C(=O)OC2CCCCC21 (stereo unspecified)	8%	-10	-2%	15%	2%	-8%	0%	-2
Cc1ccc2ncc(C(=O)Nc3ccc(F)cc3F)c(=O)n2c1	x	x	-18%	-1%	x	x	-21%	-12
Cc1csc(NC(=O)CCS(=O)(=O)c2ccc(Br)cc2)n1	23%	12	4%	-8%	-2%	-1%	-12%	-11
COc1cc(C2CC(=O)NC(SCC(=O)Nc3ccccc3C)=C2C#N)ccc1O (stereo unspecified)	0%	32	-1%	6%	2%	3%	0%	-6
Cc1cc(C)c(C#N)c(SCC(=O)NC2CC2)n1	-8%	-17	6%	18%	8%	-8%	-2%	-3
Cc1ccc(CSCC(=O)Nc2ccccc2F)cc1	-1%	-20	6%	8%	7%	2%	-1%	3
COc1ccc([C@@]2(C(C)C)ON(c3ccccc3C(F)(F)F)C2=O)cc1	u	-4	-6%	7%	-6%	-1%	-18%	1
O=C1c2cccc3c([N+](=O)[O-])ccc(c23)C(=O)N1O	4%	48	-27%	-40%[inhibitor]	4%	u	-4%	2
O=C(CCCSc1nc2ccccc2[nH]1)Nc1nnc(-c2ccccc2)o1	8%	-11	18%	15%	-3%	-17%	0%	-4
CCCCNC(=O)C1CCC(=O)N1CCc1ccccc1 (stereo unspecified)	0%	-2	1%	-7%	1%	-2%	1%	10
Cc1cnc(C(=O)Nc2ccc(-n3cnnn3)cc2)cn1	1%	10	9%	u	1%	1%	5%	-3
COC(=O)C(C(=O)Nc1cccc(Cl)c1C)C1CCCC1 (stereo unspecified)	-8%	-11	-25%	-1%	7%	-2%	-4%	0
Cc1ccc2nc(C3CCCN(C(=O)NCc4ccccc4)C3)[nH]c2c1 (stereo unspecified)	-2%	15	17%	-19%	6%	1%	7%	2
O=C(COC(=O)COc1ccc(Cl)cc1)NC1CCCCC1	-11%	-13	3%	-25%	-3%	-3%	0%	1
OC(CC(O)c1ccccc1)c1ccccc1 (stereo unspecified)	6%	20	-12%	0%	6%	-1%	6%	2
O=C(CCCOc1ccccc1)Nc1nnc(C2CCCO2)s1 (stereo unspecified)	1%	-5	19%	3%	-3%	6%	11%	3
CN(Cc1ccccc1F)C(=O)CCCNC(=O)c1ccc(Cl)cc1	2%	7	-20%	-25%	1%	-5%	-37%[inhibitor]	13
COc1ccc(S(=O)(=O)N2CCC(C(N)=O)CC2)cc1	3%	9	-32%	10%	10%	-1%	5%	0
C=CCNC(=S)Nc1ccc(F)cc1F	1%	-7	-22%	6%	11%	-3%	-6%	-5
CCc1ccc(OCc2nnc(SCC(=O)N3CCOCC3)o2)cc1	5%	6	-14%	17%	3%	3%	-4%	8
